# High-throughput results (PubChem)
# HADH2 inh: qHTS Assay for Inhibitors of HADH2 (Hydroxyacyl-Coenzyme A Dehydrogenase, Type II); AID 886, 2007; 3.4% of 73,000 active; recombinant HADH2, NADH fluorescence, beta-hydroxybutyryl-CoA; Potency, µM (series often up to 57.1 µM), without a hit: top-dose activity change, negative = inhibition, usual class: inhibitors; note: potency is the fitted concentration of half-maximal effect; % is set by controls: 0 for no effect and ±100 for the full control effect; nearly all actives have a fitted effect of over 60% in size; many of its hits are not listed in these tables
# Target sequence (Q99714 whole entry, looked up, one chain of several): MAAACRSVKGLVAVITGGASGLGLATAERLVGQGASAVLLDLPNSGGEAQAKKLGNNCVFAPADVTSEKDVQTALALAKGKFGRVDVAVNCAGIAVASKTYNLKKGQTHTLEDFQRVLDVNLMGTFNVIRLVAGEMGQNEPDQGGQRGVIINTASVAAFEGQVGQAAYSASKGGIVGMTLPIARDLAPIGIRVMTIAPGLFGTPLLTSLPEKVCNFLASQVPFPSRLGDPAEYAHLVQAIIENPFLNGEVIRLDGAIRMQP
#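 His-tagged recombinant enzyme from E. coli, 20 nM, preincubated 15 min RT with compound; reaction started with 1 mM NAD+ and 90 uM beta-hydroxybutyryl-CoA in 100 mM Tris-HCl pH 9.0. NADH fluorescence (ex 360/em 450) read over 4 min; last-minus-first difference.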
# ERK AVP block: qHTS Assay for Inhibitors of the ERK Signaling Pathway using a Homogeneous Screening Assay | HEK293-V1b, vasopressin-stimulated pERK AlphaScreen | Potency, µM (titrated, usually from 57.5 µM), for inactives: top-dose activity, negative = inhibition, actives largely listed as inhibitors | 0.99% of 72,000 active | AID 995, 2007; note: potency is the fitted concentration of half-maximal effect; % is set by controls: 0 for no effect and ±100 for the full control effect; nearly all actives have a fitted effect of over 55% in size
#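 V1b-HEK293 cells; cpd 30 min 37C; 25 nM vasopressin 5 min; lyse 10 min; AlphaScreen beads 5 hr RT. Normalized to DMSO basal and 25 nM vasopressin; AC50 by Hill fit.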
# ALOX15 inhib: qHTS Assay for Inhibitors of 15-hLO (15-human lipoxygenase); Potency, µM (top dose mostly 57.1 µM), without a hit: top-dose activity change, negative = inhibition, hits mostly inhibitors; AID 887, 2007; purified 15hLO-1, xylenol orange hydroperoxide absorbance; 1.4% of 74,000 active; Polyunsaturated fatty acid lipoxygenase ALOX15 (Homo sapiens), P16050; note: potency is the fitted concentration of half-maximal effect; % is set by controls: 0 for no effect and ±100 for the full control effect; nearly all actives have a fitted effect of over 55% in size
#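 Compounds were preincubated 15 min at room temperature with 40 nM purified human enzyme (25 mM Hepes pH 7.5, 0.01% Triton X-100); 50 uM arachidonic acid reacted 6 min. Fe-xylenol orange detection, 30 min, absorbance ratio 573/405 nm.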
# Luciferase inh: qHTS Assay for Inhibitors of Firefly Luciferase. Luciferin 4-monooxygenase (Photinus pyralis), P08659. purified firefly luciferase, luminescence, 8 min. Potency, µM (top dose mostly 57.1 µM), inactives show at the highest dose activity change, negative = inhibition, actives largely listed as inhibitors. 2.2% of 72,000 active. AID 411, 2009; note: potency is the fitted concentration of half-maximal effect; % is set by controls: 0 for no effect and ±100 for the full control effect; nearly all actives have a fitted effect of over 40% in size
# Target sequence (P08659 whole entry, looked up): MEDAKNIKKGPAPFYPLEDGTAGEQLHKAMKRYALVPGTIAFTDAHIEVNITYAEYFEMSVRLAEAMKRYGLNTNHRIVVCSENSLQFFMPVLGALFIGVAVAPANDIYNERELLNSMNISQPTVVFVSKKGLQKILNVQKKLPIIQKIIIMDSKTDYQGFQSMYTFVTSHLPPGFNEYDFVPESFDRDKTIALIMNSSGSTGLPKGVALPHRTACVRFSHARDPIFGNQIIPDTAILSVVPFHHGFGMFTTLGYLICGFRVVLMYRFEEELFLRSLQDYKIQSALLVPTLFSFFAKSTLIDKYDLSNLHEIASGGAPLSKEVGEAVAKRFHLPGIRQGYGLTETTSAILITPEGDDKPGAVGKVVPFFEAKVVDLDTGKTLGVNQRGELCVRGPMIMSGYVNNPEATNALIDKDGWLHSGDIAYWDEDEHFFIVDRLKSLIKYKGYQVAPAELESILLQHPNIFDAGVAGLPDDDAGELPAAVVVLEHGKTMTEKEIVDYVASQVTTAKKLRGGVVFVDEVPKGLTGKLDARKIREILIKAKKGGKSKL
#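 Inhibition of light generation by firefly luciferase from ATP and luciferin was profiled with concentration-response curves per sample, ATP held at 10 uM within the enzyme's linear range. Plates were read by luminescence after an 8-minute ambient incubation.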
# Epigenetic mod: qHTS Assay for Epigenetic Modulators. Potency, µM (titrated, usually from 46.1 µM), for inactives: at the top dose GFP derepression (activation). 0.09% of 68,000 active. mouse C127i GFP locus derepression, cytometry, 30 h; note: % of control where 0% means no effect
#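 Murine C127i mammary cells carrying a silenced, stably integrated CMV-driven GFP reporter were treated with compound for 30 hours at 37 C. After PBS washes, GFP-positive cells were counted by laser-scanning microplate cytometry.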
# * hit, by the source's call; ? = inconclusive; / = no result given; & = joins results of further samples; [ ] = another dose, or the depositor's remark. Calls come from the whole dose curve; as a rule, active = well fitted curve in the direction sought with a large enough effect; inconclusive = small, poorly fitted or top-dose-only effect, or another doubt; inactive = no such curve, though single readings can be large; an effect the other way counts as inactive or inconclusive.
SMILES,HADH2 inh,ERK AVP block,ALOX15 inhib,Luciferase inh,Epigenetic mod
O=C(Oc1cc(OC(=O)c2ccccc2)c2c(c1)OC(c1ccc(OC(=O)c3ccccc3)c(OC(=O)c3ccccc3)c1)[C@@H](OC(=O)c1ccccc1)C2)c1ccccc1 (some centres not stated),/,1%,-4%,/,/
CC1(C)SC2C(NC(=O)C(C(=O)O)c3ccccc3)C(=O)N2C1C(=O)O (configuration not stated),/,-2%,4%,/,/
NCC1O[C@@H](O[C@@H]2C(O)[C@H](O[C@H]3OC(CO)C(O)C(N)C3O)[C@@H](N)C[C@H]2N)C(N)C(O)C1O (some centres not stated),/,11%,3%,/,/
CC(=O)OC1CC(OC(C)=O)[C@]2(C)C(CC(=O)[C@]3(C)C2CC[C@@]2(C)C(c4ccoc4)OC(=O)C4O[C@@]423)C1(C)C (some centres not stated),/,5%,-5%,/,/
C=C(CO)C1Cc2c(ccc3c2OC2COc4cc(OC)c(OC)cc4C2C3=O)O1 (configuration not stated),/,?,-2%[25.6 µM],/,/
CC(=O)OC1CCC2(C)C(CCC3(C)C2C(=O)C=C2C4CC(C)(C(=O)OCCN5CCCCC5)CCC4(C)CCC23C)C1(C)C (configuration not stated),/,-7%,1%[25.6 µM],/,/
OCC1O[C@H](OC2C(CO)O[C@@](O)(CO)C2O)C(O)C(O)C1O (some centres not stated),/,4%,-2%,/,/
Nc1nc2c(nc(Cl)n2C2OC(CO)C(O)C2O)c(=O)[nH]1 (configuration not stated),/,-6%,0%,/,/
Nc1nc(O)c2ncn([C@H]3CC[C@@H](CO)O3)c2n1,/,6%,-2%,/,/
CCCCc1nc(Cl)c(CO)n1Cc1ccc(-c2ccccc2-c2nn[nH]n2)cc1,/,-1%,2%,/,/
COc1c(-c2coc3cc4c(cc3c2=O)CC(OC(C)=O)C(C)(C)O4)ccc2c1C=CC(C)(C)O2 (configuration not stated),/,16µM*,-7%,/,/
CC(=O)OC1CC(O)C(C)(C)C2CC(OC(C)=O)[C@]3(C)C(CC[C@@]4(C)C(c5ccoc5)OC(=O)C5OC534)[C@]12C (some centres not stated),/,-7%,0%,/,/
CSc1ccc2c(c1)C(N1CCN(C)CC1)Cc1ccccc1S2 (configuration not stated),/,-10%,-4%,/,/
CC(C)c1ccc2c(c1)CCC1C(C)(C(N)=O)CCCC21C (configuration not stated),/,-8%,-8%,/,/
C=CC(C1=CC(=O)C(OC)=CC1=O)c1ccc(OC)cc1 (configuration not stated),/,-4%,7.9µM*,/,/
CCC(C(=O)O)C1CCC(C)C(C(C)C(O)C(C)C(=O)C(CC)C2OC3(C=CC(O)[C@@]4(CC[C@](C)(C5CC[C@@](O)(CC)C(C)O5)O4)O3)C(C)CC2C)O1 (some centres not stated),/,2%,3%,/,/
N#Cc1ccc2c(c1)N(CCCN1CCC(O)CC1)c1ccccc1S2,/,35%[activator],4%,/,/
CCCCCC1C(=O)CCC1CC(=O)OC (configuration not stated),/,-12%,-3%,/,/
C/C=C(/C)C(=O)OC1C(OC(C)=O)[C@@]2(CO)C(O)C[C@@]3(C)C(=CCC4[C@@]5(C)CCC(OC6OC(C(=O)O)[C@@H](O[C@@H]7OC(CO)C(O)C(O)C7O)C(O)[C@H]6O[C@@H]6OC(CO)C(O)C(O)C6O)[C@](C)(CO)C5CC[C@@]43C)C2CC1(C)C (some centres not stated),/,?,-3%,/,/
CC12CCC3c4ccc(OCc5ccccc5)cc4CCC3C1CC(O)C2O (configuration not stated),/,?,-25%,/,/
CC1CCC(C(C)C)[C@H](O)C1 (some centres not stated),/,41%,-1%,/,/
O=C(/C=C/c1ccc2c(c1)OCO2)c1cccs1,/,45%[activator],-51%[25.6 µM],/,/
CCC(C(N)=O)c1ccccc1 (configuration not stated),/,-3%,3%,/,/
CCOC(=O)C1=C(COCCN)NC(C)=C(C(=O)OC)C1c1ccccc1Cl (configuration not stated),/,-8%,-10%,/,/
CC(C)(O)C1CC[C@@]2(C)C3CCC4[C@@]5(C)CCCC(C)(C)C5C(O)C[C@]4(C)[C@]3(C)CC[C@@H]12 (some centres not stated),/,5%,4%,/,/
COc1cccc2c1CCC1=CC(=O)CC[C@@]12C,/,-1%,5%,/,/
CC1(C)C[C@@H]2C(=O)CCC3O[C@@]3(C)CCC21 (some centres not stated),/,5%,-4%,/,/
CC1(C)CCC2(C(=O)O)CC[C@]3(C)C(=CCC4[C@]5(C)CCC(O)C(C)(C)C5C(O)C[C@]43C)C2C1 (some centres not stated),/,0%,-26%,/,/
CCOc1ccc(C(=O)c2ccc(OC)c(O)c2O)cc1,/,4%,?,/,/
COc1cc(-c2oc3cc(O)ccc3c(=O)c2O)ccc1O,/,?,13µM*,/,/
COc1cc2ccc(=O)oc2c(OC)c1OC,/,-7%,4%,/,/
O=C(O)C1(O)CC(O)C(O)C(O)C1 (configuration not stated),/,0%,6%,/,/
c1ccc(C2CN3CCSC3=N2)cc1 (configuration not stated),/,10%,-4%,/,/
CC(C)CC(N)C(=O)NC(C)C(=O)O (configuration not stated),/,-11%,-5%,/,/
O=c1c2ccccc2oc2ccccc12,/,-21%,-10%,/,/
CC(C)=CCCC1(C)C=Cc2c(O)c3c(c(CC=C(C)C)c2O1)OC12C(=CCCC1C(C)(C)O[C@@]2(C/C=C(\C)C(=O)O)C(=O)O)C3=O (some centres not stated),/,16%,-29%,/,/
O=C(O)C1(O)C[C@H](O)C(O)[C@@H](O)C1 (some centres not stated),/,16%,9%[25.6 µM],/,/
CN(C)CCOC(c1ccc(Cl)cc1)c1ccccn1 (configuration not stated),/,23%,1%,/,/
CC(C)c1c(O)ccc2c1CCC1[C@@](C)(C=O)CCC[C@@]21C (some centres not stated),/,3%,-28%,/,/
COC(=O)c1cc(OC)c(=O)c2c(OC)c(OC)ccc2c1,/,-8%,-13%,/,/
CC(=O)Nc1c(I)cc(I)c(C(=O)O)c1I,/,14%,-3%,/,/
CC(C)CCCC(C)C1CCC2C3CC=C4CC(O)CCC4(C)C3CCC12C (configuration not stated),/,-3%,4%[25.6 µM],/,/
CC(=O)Oc1ccc2c(c1C(C)C)CCC1C(C)(C)CCC[C@@]21C (some centres not stated),/,10%,0%,/,/
COC(=O)CCCOc1ccc(Cl)cc1Cl,/,20%,1%,/,/
COC1C[C@@H](O[C@@H]2C(C)C(=O)OC(C)C(C)[C@H](OC(C)=O)C(C)C(=O)[C@@]3(CO3)CC(C)C(OC3OC(C)CC(N(C)C)[C@H]3OC(C)=O)C2C)OC(C)[C@@H]1OC(C)=O (some centres not stated),/,6%,5%,/,/
CC(C)/C(O)=C1/C(=O)OC(c2ccoc2)[C@@]2(C)C(O)C(O)[C@@]34OC5(C)OC67CC(C)(C(O)[C@@]6(O)C(O)[C@@]3(O5)C12)C(CC(=O)O)[C@@]74C (some centres not stated),/,16%,-5%,/,/
CCC(CCC(C)C1CCC2C3CC=C4CC(O)CC[C@@]4(C)C3CC[C@@]12C)C(C)C (some centres not stated),/,14%,-3%,/,/
COC(=O)CCC(C)C1CCC2C3C(O)C[C@@H]4CC(O)CC[C@@]4(C)C3CC(O)[C@]12C (some centres not stated),/,-2%,5%,/,/
COc1cc2c(cc1O)C(Cc1ccc(O)cc1)[N+](C)(C)CC2 (configuration not stated),/,-9%,-6%,/,/
O=C(Cc1ccc(Cl)cc1)c1c(O)cc(O)cc1O,/,?,-24%[25.6 µM],/,/
OCCN1CCN(CCCN2c3ccccc3C=Cc3ccccc32)CC1,19%,32%&21%[activator],17%&-14%,/,/
Nc1ccc(-c2nc3ccc(-c4nc5ccc(N)cc5[nH]4)cc3[nH]2)cc1,-14%,13µM*,-12%,/,/
CC(NCCC(c1ccccc1)c1ccccc1)c1ccccc1 (configuration not stated),/,0%,?,0%[25.5 µM],2%[20.6 µM]
O=c1[nH]c(=O)n([C@H]2C[C@H](O)[C@@H](CO)O2)cc1F,/,2%,3%[25.6 µM],-1%[25.5 µM],27%[20.6 µM]
NC(CO)C(=O)NNCc1ccc(O)c(O)c1O (configuration not stated),/,-13%,-15%,-2%[25.5 µM],-6%[20.6 µM]
C/C=C(/C(=C/C)c1ccc(O)cc1)c1ccc(O)cc1,/,8%,25µM*,0%[25.5 µM],-7%[20.6 µM]
CN1CCN2c3ccccc3Cc3ccccc3C2C1 (configuration not stated),/,32%,-5%,-2%[25.5 µM],4%[20.6 µM]
CCCCCCCCNC(C)C(O)c1ccc(SC(C)C)cc1 (configuration not stated),/,?,?,3%[25.5 µM],0%[20.6 µM]
COCCc1ccc(OCC(O)CNC(C)C)cc1 (configuration not stated),/,3%,3%,3%[25.5 µM],-4%[20.6 µM]

# Given with values under each structure: 12 of the compounds above.
# Results follow in this order: HADH2 inh, ERK AVP block, ALOX15 inhib, Luciferase inh, Epigenetic mod
- CC(=O)Nc1c(I)cc(I)c(C(=O)O)c1I
    /, 14%, -3%, /, /
- CC(C)CCCC(C)C1CCC2C3CC=C4CC(O)CCC4(C)C3CCC12C (configuration not stated)
    /, -3%, 4%[25.6 µM], /, /
- CC(=O)Oc1ccc2c(c1C(C)C)CCC1C(C)(C)CCC[C@@]21C (some centres not stated)
    /, 10%, 0%, /, /
- COC(=O)CCCOc1ccc(Cl)cc1Cl
    /, 20%, 1%, /, /
- COC1C[C@@H](O[C@@H]2C(C)C(=O)OC(C)C(C)[C@H](OC(C)=O)C(C)C(=O)[C@@]3(CO3)CC(C)C(OC3OC(C)CC(N(C)C)[C@H]3OC(C)=O)C2C)OC(C)[C@@H]1OC(C)=O (some centres not stated)
    /, 6%, 5%, /, /
- CC(C)/C(O)=C1/C(=O)OC(c2ccoc2)[C@@]2(C)C(O)C(O)[C@@]34OC5(C)OC67CC(C)(C(O)[C@@]6(O)C(O)[C@@]3(O5)C12)C(CC(=O)O)[C@@]74C (some centres not stated)
    /, 16%, -5%, /, /
- CCC(CCC(C)C1CCC2C3CC=C4CC(O)CC[C@@]4(C)C3CC[C@@]12C)C(C)C (some centres not stated)
    /, 14%, -3%, /, /
- COC(=O)CCC(C)C1CCC2C3C(O)C[C@@H]4CC(O)CC[C@@]4(C)C3CC(O)[C@]12C (some centres not stated)
    /, -2%, 5%, /, /
- COc1cc2c(cc1O)C(Cc1ccc(O)cc1)[N+](C)(C)CC2 (configuration not stated)
    /, -9%, -6%, /, /
- O=C(Cc1ccc(Cl)cc1)c1c(O)cc(O)cc1O
    /, ?, -24%[25.6 µM], /, /
- OCCN1CCN(CCCN2c3ccccc3C=Cc3ccccc32)CC1
    19%, 32%&21%[activator], 17%&-14%, /, /
- Nc1ccc(-c2nc3ccc(-c4nc5ccc(N)cc5[nH]4)cc3[nH]2)cc1
    -14%, 13µM*, -12%, /, /

# Some of the compounds tested, so the mix of outcomes need not match the whole.
